GRIN3A LBD mod = binders of NR3A ligand-binding domain, primary screen, biophysical, differential scanning fluorimetry, uHTS. AID 1259313, 2017. 2.5% of 340,000 active. Tm shift relative to glycine control, % at 25 µM. Glutamate receptor ionotropic, NMDA 3A (GRIN3A) ligand-binding domain. NR3A LBD differential scanning fluorimetry, Tm shift; 0% = protein alone, 100% = glycine-bound protein;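 active means melting temperature shift of at least 10% of the positive control shift, at one fixed dose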
NALP3 yeast inh = NALP3 inflammasome inhibitors in reconstituted yeast, primary screen, luminescence, uHTS | Yeast reconstituted NLRP3/ASC/caspase-1, beta-gal luminescence, 24 h | inhibition, % at 10 µM | 0.39% of 330,000 active | AID 2825, 2010;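 active means inhibition of 50% or more; inactive means inhibition below 50%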;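 further: plate controls were induced DMSO wells for no effect and uninduced yeast grown without galactose for full effect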
tim10-1 inh = growth inhibitors of tim10-1 mutant yeast, primary screen, luminescence, uHTS; S. cerevisiae tim10-1 ts strain growth, BacTiter-Glo, 24 h; inhibition, % at 20 µM; 2.2% of 330,000 active; AID 463190, 2010;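 active means inhibition of at least 40%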;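 further: mutant grown at 25 °C; 0% = DMSO wells with yeast and 100% = wells holding no yeast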
APJ agonist = agonists of human apelin receptor APJ, primary screen, CHO-K1 cells, PathHunter beta-arrestin, luminescence; P35414; 0% DMSO wells, 100% apelin; activation, % at 20 µM; 0.11% of 330,000 active;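 active means activation more than six SD over the plate average, tested at 20 µM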;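 further: 0% = DMSO alone and 100% = apelin-13 at 10 nM; some results filed as inactive read as strong as hits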
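Material: CHO-K1 APJ beta-arrestin complementation cell line; Input: cell density 1000 per well; Incubation: compound stimulation 90 min at 25 °C, detection 60 min; Signal: luminescence from split beta-galactosidase complementation, Galacton Star/Emerald II substrate; Controls: DMSO-only wells as negative, 10 nM Apelin-13 as positive control.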
CHOP UPR activ = activators of apoptotic CHOP UPR arm, primary screen, cell-based, CHO-CHOP luciferase reporter, luminescence, uHTS; UPR activation; percent of tunicamycin response over DMSO baseline; activation, % at 10 µM; 0.34% of 330,000 active; AID 449763, 2010;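 active means at 10 µM dose, activation of 40% or more, normalized to positive control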;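 further: 100% = tunicamycin at 10 µg/mL and 0% = DMSO alone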
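System: CHO CHOP reporter cells. Amount: 500 cells per well. Buffer or medium: F12 medium, 10% FBS. Compound dosing: one dose, 10 µM in 0.5% DMSO. Incubation: 6 h compound exposure at 37 °C after overnight seeding. Technique: Steady-Glo luciferase luminescence. Benchmarks: tunicamycin and DMSO controls.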
Mdm2-MdmX inh = inhibitors of human Mdm2-MdmX association, primary screen, cell-based, luminescence, split luciferase, SaOS-2, uHTS; SaOS-2 split-luciferase Mdm2/MdmX complementation; Protein Mdm4 (Homo sapiens) + E3 ubiquitin-protein ligase Mdm2 (Homo sapiens), …; 3% of 330,000 active; AID 485346, 2010; inhibition, % at 8 µM;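 active means inhibition of at least 50% at 8 µM in the primary screen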
Target sequence (O15151 whole entry, looked up): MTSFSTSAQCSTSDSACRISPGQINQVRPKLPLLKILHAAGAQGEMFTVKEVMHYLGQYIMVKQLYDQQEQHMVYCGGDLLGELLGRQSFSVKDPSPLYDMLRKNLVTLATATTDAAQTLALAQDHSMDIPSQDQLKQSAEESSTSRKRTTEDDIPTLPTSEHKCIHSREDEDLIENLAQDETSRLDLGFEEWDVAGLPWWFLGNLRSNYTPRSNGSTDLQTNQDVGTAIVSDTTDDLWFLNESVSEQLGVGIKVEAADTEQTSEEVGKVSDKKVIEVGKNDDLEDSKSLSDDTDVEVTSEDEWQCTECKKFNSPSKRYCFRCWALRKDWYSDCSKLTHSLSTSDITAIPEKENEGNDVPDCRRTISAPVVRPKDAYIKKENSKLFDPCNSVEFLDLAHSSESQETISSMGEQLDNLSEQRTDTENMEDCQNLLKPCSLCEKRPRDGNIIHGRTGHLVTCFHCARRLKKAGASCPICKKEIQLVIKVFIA
Target sequence (Q00987 whole entry, looked up): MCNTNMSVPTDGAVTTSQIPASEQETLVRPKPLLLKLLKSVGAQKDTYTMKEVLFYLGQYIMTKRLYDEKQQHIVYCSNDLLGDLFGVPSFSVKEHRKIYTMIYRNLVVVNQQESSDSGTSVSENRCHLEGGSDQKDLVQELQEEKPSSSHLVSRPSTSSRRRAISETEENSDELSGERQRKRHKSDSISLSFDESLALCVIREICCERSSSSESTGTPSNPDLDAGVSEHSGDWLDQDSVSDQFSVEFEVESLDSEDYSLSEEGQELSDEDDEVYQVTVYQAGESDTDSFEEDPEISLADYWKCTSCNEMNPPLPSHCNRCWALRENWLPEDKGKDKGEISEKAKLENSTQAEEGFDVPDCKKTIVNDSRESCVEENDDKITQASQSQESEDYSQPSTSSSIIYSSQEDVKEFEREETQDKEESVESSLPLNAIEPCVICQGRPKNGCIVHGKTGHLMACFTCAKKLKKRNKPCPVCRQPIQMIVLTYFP
tim23-1 inh = growth inhibitors of tim23-1 mutant yeast, primary screen, luminescence, uHTS; S. cerevisiae tim23-1 growth, BacTiter-Glo luminescence, 24 h; inhibition, % at 20 µM; 1.3% of 330,000 active; AID 463212, 2010;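 active means growth inhibition of the mutant yeast at or above 50%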;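 further: temperature-sensitive mutant grown at 25 °C; plate controls were DMSO-treated mutant yeast for no effect and medium wells lacking yeast for full effect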
TIM10 inh = growth inhibitors of isogenic TIM10 control yeast, primary screen, counter-screen for tim10-1 yeast inhibitor project, luminescence, uHTS. inhibition, % at 10 µM. 1.4% of 330,000 active. S. cerevisiae TIM10 strain growth, BacTiter-Glo luminescence, 24 h;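 active means inhibition of 40% or more at the single tested concentration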;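 further: wild-type TIM10 isogenic control strain grown at permissive 25 °C; 0% = DMSO yeast wells and 100% = minimal medium wells without yeast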
XBP1 UPR activ = activators of adaptive XBP1 UPR arm, primary screen, cell-based, CHO-XBP1 luciferase reporter, luminescence, uHTS | IRE1-XBP1 UPR activation; percent of tunicamycin response, DMSO as zero | activation, % at 20 µM | 0.33% of 330,000 active | AID 463104, 2010;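 active means versus positive control, 20 µM dose yields 30% or more activation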;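 further: 100% = tunicamycin at 10 µg/mL and 0% = DMSO only wells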
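assay system = CHO-XBP1 luciferase reporter cells | amount = 1000 cells/well | buffer or medium = F12 plus 10% FBS | compound dosing = single point, 20 µM final compound, 1% DMSO | incubation = 16-18 h cell attachment at 37 °C, then 6 h compound exposure | detection = Steady-Glo luminescence read | controls = tunicamycin 10 µg/mL and vehicle-only wells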
Starred values were filed as active, the others as inactive.

SMILES	GRIN3A LBD mod	NALP3 yeast inh	tim10-1 inh	APJ agonist	CHOP UPR activ	Mdm2-MdmX inh	tim23-1 inh	TIM10 inh	XBP1 UPR activ
CCOc1ccc(-c2c(C(=O)N/N=C/c3ccncc3)nnn2-c2nonc2N)cc1	-5	-1	-8	4	-0.6	13	-18	2	-2
CC(C)(C)c1ccc(C(=O)NC(CC(=O)O)c2ccc(OC3CCCC3)cc2)cc1 (stereo not given)	0	10	22	-5	-0.8	-7	18	11	5
COc1ccc(S(=O)(=O)N2CCC(C(N)=O)CC2)c2ccccc12	0	10	-4	0	1.6	-3	9	16	0
Cc1ccc(C)c2[nH]c(=O)c(CN(Cc3ccco3)C(=O)Nc3ccccc3)cc12	-6	16	36	-5	0.5	19	29	17	-2
COCc1nnc(NS(=O)(=O)c2c(C)cc(C)cc2C)s1	2	3	7	-2	2.2	18	13	11	-4
Cc1ccccc1NS(=O)(=O)c1ccc(Cl)cc1	-1	17	17	-1	1.3	-3	4	29	-5
CN(Cc1ccccc1)C(=S)Nc1cccnc1	1	-10	5	4	-0.2	-13	11	12	-2
Cc1cc(C)cc(OCC(=O)N2CCCCCC2)c1	0	-7	3	-3	0.6	3	-3	6	-3
N=C(N)SCc1cn2ccccc2n1	-2	14	2	-2	1.8	-26	4	2	-1
CC(=O)/C=C\c1ccc(OC(=O)c2cccnc2)cc1	1	-3	13	2	-0.8	9	16	16	-5
Cc1ccc(-c2nn(-c3ccccc3)cc2/C=N/NC(=O)c2ccc(Br)o2)cc1	-5	6	15	13*	0.4	83*	48	19	-6
COc1ccc(/C=C(\C#N)C(=O)OCC(=O)NCc2ccccc2)cc1	0	-6	5	-2	-0.2	1	-7	-4	-3

Nothing new here: an excerpt of the list.
SMILES	GRIN3A LBD mod	NALP3 yeast inh	tim10-1 inh	APJ agonist	CHOP UPR activ	Mdm2-MdmX inh	tim23-1 inh	TIM10 inh	XBP1 UPR activ
CCOc1ccc(-c2c(C(=O)N/N=C/c3ccncc3)nnn2-c2nonc2N)cc1	-5	-1	-8	4	-0.6	13	-18	2	-2
CC(C)(C)c1ccc(C(=O)NC(CC(=O)O)c2ccc(OC3CCCC3)cc2)cc1 (stereo not given)	0	10	22	-5	-0.8	-7	18	11	5
COc1ccc(S(=O)(=O)N2CCC(C(N)=O)CC2)c2ccccc12	0	10	-4	0	1.6	-3	9	16	0
Cc1ccc(C)c2[nH]c(=O)c(CN(Cc3ccco3)C(=O)Nc3ccccc3)cc12	-6	16	36	-5	0.5	19	29	17	-2

Next records follow:
SMILES	GRIN3A LBD mod	NALP3 yeast inh	tim10-1 inh	APJ agonist	CHOP UPR activ	Mdm2-MdmX inh	tim23-1 inh	TIM10 inh	XBP1 UPR activ
Cc1cc(S(=O)(=O)N2CCN(c3ccc(F)cc3)CC2)ccc1-n1cnnn1	1	12	7	1	0.6	13	-6	-10	-2
CC(=O)Nc1ccc(S(=O)(=O)NNC(=O)c2sc(=S)n(C)c2C)cc1	3	14	-17	1	-0.2	12	2	3	0
COc1ccc(OC)c(C(=O)CC2OC(=O)c3ccccc32)c1 (stereo not given)	0	4	16	-3	-1.4	11	16	5	2
Cc1ccc(NC(=O)c2c(Cl)n(C)c3ccccc23)cc1	-4	17	36	-5	2.8	-24	38	23	3
C/C(=C\c1ccc2c(c1)OCO2)C(=O)c1c(C)cc(C)[nH]c1=O	0	4	4	-2	1.3	8	2	1	0
COc1ccc(-c2cc(C(=O)Nc3cc(Cl)ccc3OC)no2)cc1	-3	-13	-10	-5	12	1	8	7	7
CCOc1ccc(N(CC(=O)N2CCOCC2)S(=O)(=O)c2ccc(Cl)cc2)cc1	-3	6	1	-4	0.7	-2	13	20	-3
CCOc1ccc(S(=O)(=O)N(C)c2ccc(OCC(=O)NCc3ccco3)cc2)cc1	-1	13	34	7	1.0	7	13	5	-3
CN1CCN(c2ccc(Cl)cc2NC(=O)c2ccc(S(=O)(=O)N(C)C)cc2)CC1	2	18	24	-1	-2.5	46	7	12	2
O=C(CCCN1C(=O)/C(=C/c2ccccc2Cl)SC1=S)NCCCN1CCOCC1	1	1	44*	7	-2.3	39	38	44*	-6
CCCCNC(=O)CSc1ccc(S(=O)(=O)N2CCOCC2)cn1	0	1	-4	-3	-1.5	-7	-14	1	-2
CCc1cc2c(NC3CCCC3)ncnc2s1	-2	11	-5	-3	-1.1	27	33	-28	-1
N#CC1=C(S)N(c2ccccc2)C(c2ccco2)NC1=O (stereo not given)	-1	-1	8	-1	-0.3	15	-14	3	0
O=C1CSC(c2cccnc2)N1C1CCCCC1 (stereo not given)	1	11	23	-2	-0.3	26	0	-16	-2
NC(=O)C1=C[C@H](c2ccccc2)C[C@H](OCc2ccc(CO)cc2)O1	1	6	-8	6	4.2	-35	14	8	2
O=[N+]([O-])c1ccc(N2CCN(Cc3cccc([N+](=O)[O-])c3)CC2)cc1	-3	36	-3	-2	0.5	5	26	-20	-5
COc1ccc(C2Nc3ccccc3C(=O)N2Cc2ccccc2)cc1Cn1nnc2ccccc21 (stereo not given)	-1	9	9	-7	0.7	17	24	23	-1
CC1(C)S[C@@H]2[C@H](NC(=O)COc3ccccc3)C(=O)N2C1C(=O)OCC1CCCCC1 (stereo not given in full)	-2	-3	28	-1	-0.6	20	30	20	-3
CC1Sc2ccc(S(=O)(=O)N3CCC(C(=O)NCc4ccc(Cl)cc4)CC3)cc2NC1=O (stereo not given)	-8	2	5	1	0.8	43	8	12	-10
N/C(Cc1cccc2ccccc12)=N\OC(=O)c1ccc2c(c1)OCO2	1	-8	48*	7	0.8	13	20	60*	0
O=C(CC1CCCCC1)NCc1ccc(F)cc1	0	8	-2	-1	2.8	-13	-3	-8	1
CC(C)CN(C(=O)COC(=O)/C=C/c1ccc(Cl)c(Cl)c1)c1c(N)n(Cc2ccccc2)c(=O)[nH]c1=O	3	3	-6	4	0.8	92*	3	-9	2
CN1CC(=O)N(CC(=O)NCCc2ccc(F)cc2)c2ccccc2C1=O	1	-4	8	-3	-2.7	19	1	4	1
O=C(COC(=O)c1ccc[nH]c1=O)NCCC1=CCCCC1	0	2	-17	-2	0.9	-7	-5	-3	-3
Cn1c(=O)c(C(=O)NCCc2ccccc2)c(O)c2ccccc21	-8	21	-23	-3	0.0	-2	30	-2	1
COc1ccc(NC(=O)c2ccc3[nH]c(=O)c(=O)[nH]c3c2)c(OC)c1	-1	-1	12	-2	6.2	20	-5	0	-5
COc1ccc(-n2c(SCC(=O)Nc3cc(C)on3)nc3c(c2=O)SCC3)cc1OC	0	17	5	1	-0.5	3	-2	4	-3
O=C(CC1CCCC1)N1CCN(S(=O)(=O)c2ccc(F)cc2)CC1	-1	23	13	0	-0.1	-28	29	7	3
COc1ccccc1C(=O)NCCC(=O)N(C)Cc1cccnc1	3	8	-6	-2	1.2	15	-8	3	-3
O=C(NCCc1ccccn1)c1ccc(OC(F)F)cc1	-1	13	-6	-2	0.8	-13	-4	3	-2
O=C1OCCC1Sc1nnc(-c2ccc(F)cc2)n1Cc1ccccc1 (stereo not given)	-1	4	22	-2	-0.7	23	21	11	-1
Cc1ccc(Cn2c(=O)c3ccccc3n3c(CCC(=O)O)nnc23)cc1	0	24	-4	-3	-1.6	9	-10	4	-1
O=C(COC(=O)c1ccc(OC(F)F)cc1)NCc1cccs1	4	11	17	0	-1.2	0	22	10	-2
Cc1ccc(OCC(=O)N2CCN(c3nnc(-c4ccccc4)c4ccccc34)CC2)cc1	-2	-8	21	-5	2.3	-3	-28	18	-1
COC(=O)c1cc(S(=O)(=O)NCCCN2CCCC2=O)cn1C	0	-3	6	2	2.7	9	12	6	-1
COc1ccc2cc(/C=N/NC(=O)c3ccc(CN(c4ccc(C)c(C)c4)S(C)(=O)=O)cc3)c(Cl)nc2c1	-3	7	8	1	-0.1	8	10	13	1
Cc1cccc(-n2cc(-c3ccccc3)c3c(=O)[nH]cnc32)c1	-3	-43	29	0	1.6	23	54*	40	0
O=C(CCC(=O)N1CCN(c2ccccn2)CC1)Nc1nnc(C2CCCCC2)s1	1	19	6	0	0.3	0	-1	7	0
CSc1cccc(N2CC(C(=O)N(Cc3nnc(-c4ccccc4Cl)o3)C3CC3)CC2=O)c1 (stereo not given)	1	11	32	1	0.4	27	23	3	-3
CCOC(=O)C1=C(C)N=c2s/c(=C/c3ccc(OCC(=O)O)c(OC)c3)c(=O)n2C1c1ccc(Cl)cc1 (stereo not given)	3	30	56*	0	0.0	10	50*	31	-4
O=C1/C(=C\c2cccs2)N=C(c2cccs2)N1Nc1ccccc1	-4	-5	31	-7	-0.1	-3	66*	32	-4
COCCNC(=O)CN(C(=O)Cn1nnc2ccccc21)c1ccc(F)c(Cl)c1	-1	6	11	4	-0.7	3	8	5	-1
Cc1ccc(S(=O)(=O)Oc2ccccc2/C=N/NC(N)=S)cc1	0	17	7	0	-0.9	54*	6	-10	3
O=C(CSc1nc2ccccc2n1Cc1ccc(Cl)cc1)N/N=C/c1ccc(C(=O)O)cc1	-9	-1	3	-1	-3.0	9	17	-2	-2
O=C(Nc1nc(-c2ccccc2)cs1)c1ccc(Br)o1	2	-40	41*	-3	5.7	-33	50	41*	5
Cc1ccc(NC(=O)CSc2nnc(-c3ccncc3)s2)cc1	-2	26	-12	-3	-0.8	24	7	9	0
COc1cccc(OCc2cc(C(=O)NCc3ccc4c(c3)OCO4)no2)c1	-2	30	31	-7	3.7	-16	28	-25	-2
CC1CC(C)CN(CC(=O)N2c3ccccc3CCc3ccccc32)C1 (stereo not given)	0	9	20	-4	-0.6	-5	24	4	-1
CCN(CC)S(=O)(=O)c1ccc(N(C)Cc2ccc(C(F)(F)F)cc2)nc1	-2	13	19	2	6.3	37	23	1	-3
COc1cc(/C=C2\SC(=S)N(NC(C)=O)C2=O)ccc1OC(=O)c1ccco1	-10	8	-9	-7	0.0	20	-21	-26	21
Cc1ccc(S(=O)(=O)N2CCN(Cc3ccccc3)CC2)s1	1	28	14	1	0.6	7	27	11	-1
C=CCn1c(SCC(=O)c2c(N)n(CCC)c(=O)n(C)c2=O)nc2sc(CC)cc2c1=O	-4	23	-12	6	0.9	23	-3	22	-6
CCOc1ccc(NC(=O)[C@@H](NC(=O)OCc2ccccc2)[C@@H](C)CC)cc1	-6	7	12	-3	2.1	11	-6	2	-1

Compound activity: PubChem BioAssay, Sanford-Burnham Center for Chemical Genomics
